L3MBTL1 block = inhibitors of human L3MBTL1. AID 485360. Potency, µM (highest dose often 57.1 µM), without a hit: top-dose activity, negative = inhibition, hits mostly inhibitors. AlphaScreen L3MBTL1–H3K9me1 peptide binding. 0.66% of 230,000 active. Q9Y468; note: % is set by controls: 0 for no effect and ±100 for the full control effect; nearly all actives have a fitted effect of over 60% in size
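L3MBTL1 50 nM + b-AHA-H3(1-15)K9me1 75 nM, 30 min RT; compound added, 30 min RT; streptavidin donor/Ni-chelate acceptor beads 10 ug/mL each final, 30 min RT dark; AlphaScreen read.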
Tau fluor counter = counter-screen for tau fibril formation inhibitors; tau K18 P301L Alexa594 fluorescence, heparin fibrillization; Potency, µM (doses to about 57.7 µM), inactives show at the top dose activity change, negative = decrease; 0.93% of 280,000 active; note: % is set by controls: 0 for no effect and ±100 for the full control effect; nearly all actives have a fitted effect of over 55% in size
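Human tau K18 P301L (15 uM unlabeled, 0.24 uM Alexa 594-labeled) in 100 mM sodium acetate pH 7 with 20 uM heparin, 6 hr at 37 C. ThT 30 uM added, 1 hr ambient; Alexa 594 FP and total fluorescence read at 555/632 nm.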
RECQ1 helicase = blocks DNA unwinding by human RECQ1 | Potency, µM (titrated, usually from 57.3 µM), without a hit: top-dose activity, negative = inhibition, most hits filed as inhibitors | P46063 | RECQ1 DNA unwinding, red fluorescence kinetic read | 0.54% of 240,000 active | AID 2549;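 note: plate controls were vehicle for no effect and no enzyme for full effect; nearly all actives have a fitted effect of over 30% in size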
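50 nM RECQ1T1 preincubated 15 min with compound in Tris pH 8.0 buffer with MgCl2, DTT, Tween-20 and 2.5 ug/ml poly(dI-dC); started with 200 nM TAMRA/BHQ-2 forked duplex and 2 mM ATP. Unwinding read as fluorescence (525/598 nm), two reads 2 h apart.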
HTT ATP protect = cytoprotection in Huntington HTT-Q103 PC12 cell model. 0.14% of 230,000 active. PC12 HTT-Q103 induced, cytoprotection, ATP luminescence, 40 h. Potency, µM (doses to about 56.4 µM), for the others: cytoprotection (ATP increase), most hits filed as activators;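 note: % of control where 0% means no effect; nearly all actives have a fitted effect of over 45% in size; toxic huntingtin expression switched on by the ecdysone agonist tebufenozide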
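ATP quantification (ATPlite) reports survival of PC12 cells in which tebufenozide, 100 nM final, switches on Htt exon 1 with 103 glutamines linked to GFP; compounds are titrated.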
Tau fibril FP = blocks human tau fibril formation measured by polarization. P10636. K18 P301L tau heparin fibrillization, Alexa594 FP, 6 h. Potency, µM (highest dose often 57.7 µM), without a hit: at the highest dose activity, negative = inhibition, hits mostly inhibitors. 0.39% of 280,000 active. AID 1468; note: % is set by controls: 0 for no effect and ±100 for the full control effect; nearly all actives have a fitted effect of over 55% in size
Target sequence (P10636 561-689 P618L limits assumed): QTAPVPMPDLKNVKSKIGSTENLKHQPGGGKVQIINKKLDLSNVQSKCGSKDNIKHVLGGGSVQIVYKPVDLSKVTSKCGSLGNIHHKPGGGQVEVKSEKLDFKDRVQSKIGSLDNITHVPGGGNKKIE
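Compound effects on tau fibrillization are measured by Alexa 594 fluorescence polarization (ex 555, em 632 nm). K18 P301L tau is used at 15 uM with 0.24 uM labeled tracer, and 20 uM heparin induces aggregation over 6 hr at 37 C.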
Tau ThT inhib = tau fibrillization inhibition (ThT binding); P10636; recombinant tau K18 P301L, heparin-induced fibrillization, ThT fluorescence; Potency, µM (series often up to 57.4 µM), for the others: at the highest dose activity, negative = inhibition, most hits filed as inhibitors; 2.1% of 270,000 active; note: % is set by controls: 0 for no effect and ±100 for the full control effect; nearly all actives have a fitted effect of over 55% in size
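Using a mix of unlabeled (15 uM) and Alexa 594-labeled (0.24 uM) tau K18 P301L, heparin-triggered fibrillization over 6 hr at 37 C was scored by ThT fluorescence.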
TRb-SRC2 inh = TRbeta-SRC2 interaction inhibition | P10828 | TRbeta-SRC2 peptide binding, fluorescence polarization; receptor liganded with 1 µM T3 | Potency, µM (highest dose often 106 µM), without a hit: at the highest dose activity change, negative = inhibition, most hits filed as inhibitors | 0.065% of 280,000 active | AID 1469;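 note: plate controls were bound peptide for no effect and peptide without receptor for full effect; nearly all actives have a fitted effect of over 50% in size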
Target sequence (P10828 whole entry, looked up): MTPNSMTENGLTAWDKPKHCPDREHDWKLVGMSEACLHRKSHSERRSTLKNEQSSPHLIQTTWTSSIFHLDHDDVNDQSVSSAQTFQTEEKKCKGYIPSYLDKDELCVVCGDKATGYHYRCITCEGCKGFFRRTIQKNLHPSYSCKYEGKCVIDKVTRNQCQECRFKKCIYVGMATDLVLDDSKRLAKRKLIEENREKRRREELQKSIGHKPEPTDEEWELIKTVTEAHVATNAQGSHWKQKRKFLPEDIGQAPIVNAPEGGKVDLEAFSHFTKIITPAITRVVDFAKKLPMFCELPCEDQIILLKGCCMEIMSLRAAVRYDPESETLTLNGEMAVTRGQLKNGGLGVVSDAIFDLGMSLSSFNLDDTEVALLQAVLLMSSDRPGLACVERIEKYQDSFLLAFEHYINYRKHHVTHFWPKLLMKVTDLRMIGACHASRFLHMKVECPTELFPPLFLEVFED
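TRb LBD 0.6 uM + Texas Red SRC2 peptide 20 nM, 1 uM T3, Tris buffer w/ 5% DMSO; compound pinned, 5 h RT; FP read ex 555/em 632; normalized to unbound and bound controls.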
TexasRed fluor = counter-screen for TRb-SRC2 inhibitors: fluorescence interference | TRb/SRC2 Texas Red total fluorescence interference | Potency, µM (top dose mostly 106 µM), inactives show top-dose fluorescence change, negative = quenching | 0.29% of 280,000 active | AID 1479; active = well fitted curve in either direction with a large enough effect; inconclusive = small, poorly fitted or top-dose-only effect; note: % is set by controls: 0 for no effect and ±100 for the full control effect
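Human TRβ ligand-binding domain (0.6 uM) and Texas Red SRC2 peptide (20 nM) in Tris buffer with 1 uM T3 and 5% DMSO were incubated with pinned compound for 5 hr at ambient temperature. Total fluorescence was computed as S + 2P (555/632 nm).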
* = called active by the depositor; i = inactive; ? = inconclusive; · = not tested or not shown; & = joins results of further samples; [ ] = dose if it differs, or a comment. Unless noted, calls come from the whole dose curve; as a rule, active = well fitted curve in the direction sought with a large enough effect; inconclusive = small, poorly fitted or top-dose-only effect, or another doubt; inactive = no such curve, though single readings can be large; an effect the other way counts as inactive or inconclusive. Potency is the fitted concentration of half-maximal effect. The list is partial. The share of hits here may be higher or lower than overall.

no.	Molecule	L3MBTL1 block	Tau fluor counter	RECQ1 helicase	HTT ATP protect	Tau fibril FP	Tau ThT inhib	TRb-SRC2 inh	TexasRed fluor
1	Cc1ccc(NC(=O)CN2C(=O)/C(=C3\SC(=S)N(C4CCS(=O)(=O)C4)C3=O)c3ccccc32)cc1 (stereo unspecified)	0%	-20%	-1%	15%[10 µM]	5%	-13%	-11%	-2%
2	COc1ccccc1NS(=O)(=O)c1ccc2oc(SCc3ccc(F)cc3)nc2c1	-4%	18%	0%	8%[10 µM]	-2%	18%	-2%[53 µM]	-1%[53 µM]
3	COC(=O)c1cc2c(-c3ccccc3)c(C)c3ccccn3c-2c1C(=O)OC	·	?	-27%	-6%	15%	16µM*	-10%	1%
4	N#Cc1c(N)oc(-c2ccco2)c1-c1ccco1	-19%	?	i	2%	-6%	14µM*	-8%	-3%
5	C#CCN1C(=O)C(O)(CC(=O)c2ccc(OC)c(OC)c2)c2cc(Br)ccc21 (stereo unspecified)	·	-5%	·	·	10%	-6%	12%	-5%
6	CCc1nn(CC(=O)NCCc2ccc(Cl)cc2)c(=O)c2cc3ccccc3n12	·	-7%	·	·	?	-7%	8%	-5%
7	Cc1ccc(C(=O)Nc2nc(=O)n(C)s2)cc1	7%	-2%	0%	-82%[inhibitor]	-5%	6%	-2%	-2%
8	Cc1cc(C(=S)N2CCOCC2)c(C)n1-c1ccc(F)cc1	-1%	7%	21%	·	3%	7%	-5%	-6%
9	CCc1cc[n+](-c2nc([O-])sc2C=O)cc1	-3%	-28%	-12%	-14%	?	?	3%	1%
10	CCc1nnc(NS(=O)(=O)c2ccc(NC(=O)c3ccc(Cl)cc3)cc2)s1	6%	-8%	7%	-13%	1%	-1%	2%	-1%
11	CCCc1cc(=O)[nH]c(SCC(=O)N(C)CC(=O)Nc2ccc(C)cc2)n1	3%	2%	-1%	-4%[10 µM]	-2%	2%	1%	4%
12	CSCCC(NC(=O)COc1ccccc1)C(=O)O (stereo unspecified)	3%	3%	-14%	·	0%	5%	-3%	-1%
13	Cc1ccc(N2CC(C(=O)NCc3nnnn3-c3ccc(C)c(C)c3)CC2=O)cc1C (stereo unspecified)	·	-13%	·	·	0%	-8%	2%	-3%
14	CC1=CCC2C(=O)N(CCc3c[nH]c4ccccc34)C(=O)C2C1 (stereo unspecified)	1%	-25%	-6%	2%[10 µM]	4%	-20%	-2%	-4%
15	Cn1c2c(c(O)c(-c3ccccc3)c1=O)C(=O)CC(C)(C)C2	1%	0%	8%	-34%[10 µM]	4%	0%	-5%[53 µM]	-1%[53 µM]
16	COc1ccc(CCNC(=O)CSc2nnc3ccc(-c4cccnc4)nn23)cc1OC	9%	-2%	-1%	-5%	1%	-5%	5%	-1%
17	Cc1ccc(N(CC(=O)Nc2ccc3c(c2)OCCO3)S(=O)(=O)c2c(C)n[nH]c2C)cc1	-4%	-18%	i	-12%	6%	-5%	1%	-6%
18	Cc1ccc(Cn2c([N+](=O)[O-])cnc2C)cc1	4%	7%	-1%	34%[10 µM]	-6%	5%	-6%	-6%
19	CC(=O)NCCOC(=O)Nc1cccnc1	-1%	-9%	1%	0%	2%	-8%	5%	1%
20	Cc1nn2c(NCc3ccccn3)cc(C(C)C)nc2c1-c1ccccc1	20%	?	i	-16%[10 µM]	15%	?	3%	-1%
21	CC(C)(C)c1cc[n+](-c2[nH]c(=O)sc2/C=N/NC([S-])=Nc2ccccc2)cc1	-16%	-22%	i	26%[10 µM]	-22%	?	6%	7%
22	Cc1ccc(/C=C/C(=O)NCCCN2CCN(CCCNC(=O)/C=C/c3ccc(C)cc3)CC2)cc1	3%	-4%	-7%	13%[10 µM]	-8%	-6%	2%	-2%
23	CCOCCCNC(=O)c1[nH]c(C)c(C(C)=O)c1C	-7%	-1%	i	11%	0%	-10%	-3%	3%
24	COC(=O)c1ccc(CNC(=O)COC(=O)C2CCC(C(C)(C)C)CC2)cc1 (stereo unspecified)	10%	1%	i	15%[10 µM]	4%	-10%	4%	0%
25	CCOc1ccc(N2C(=O)CC(N)C2=O)cc1 (stereo unspecified)	?	-6%	-7%	-7%[10 µM]	-3%	?	-5%	2%
26	COc1ccc(C(=O)C[n+]2cc(-c3ccc(OC)cc3)n3c2CCCC3)cc1	1%	5%&3%	i	3%[10 µM]	-12%&2%	-9%&-15%	-2%&-5%	-1%&-3%
27	COC(=O)C1=C(N)OC2=C(C(=O)CC(C)(C)C2)C1c1ccoc1 (stereo unspecified)	1%	-3%	15%	-18%[10 µM]	5%	?	-2%	1%
28	CC(C)(C)n1nc2c(c1NC(=O)c1ccc(Br)cc1)CS(=O)C2 (stereo unspecified)	-1%	2%	-14%	-23%	5%	2%	3%	0%
29	COc1ccc2ccccc2c1CNc1nnnn1C	4%	-4%	i	-34%	-6%	-1%	-4%	-2%
30	COCCNC(=O)COC(=O)c1cccnc1SC	-1%	-4%	-16%	8%[10 µM]	1%	-5%	0%	1%
31	COC(=O)N/N=C/c1cccc(OCCSc2ccc(Cl)cc2)c1	0%	?	-6%	·	?	?	8%	2%
32	C#CCNC(=O)C1=C[C@@H](c2cn(C(C)=O)c3ccccc23)C[C@@H](OCCCCO)O1	0%	-5%	31%[activator]	18%[10 µM]	-1%	?	3%	-1%
33	CCOc1ccc(N(CC(=O)Nc2cc(C)ccc2C)S(=O)(=O)c2c(C)[nH]c(=O)[nH]c2=O)cc1	·	-6%	-1%	-11%[10 µM]	2%	-3%	-4%&-3%	-6%&2%
34	O=C(Nc1cccc2cccnc12)c1ccccc1[N+](=O)[O-]	·	-19%	·	·	-8%	-2%	5%	-1%
35	O=C(c1ccc2c3n(nc2c1)-c1ccc(Cl)cc1CO3)N1CCOCC1	·	14%	i	-5%[10 µM]	-2%	-3%	-2%	-1%
36	CCOC(=O)c1c(C)[nH]c(C(=O)COC(=O)[C@H](C)NC(=O)c2ccccc2Cl)c1C	-9%	-12%	14%	5%[10 µM]	-6%	-10%	5%	-1%
37	COc1cccc(C2c3[nH]c4ccccc4c3CCN2Cc2cnc(C)s2)c1OC (stereo unspecified)	-29%	-22%	-1%	-36%[inhibitor]	-1%	?	-4%	-3%
38	Cc1cc(C)n(CC(O)COc2ccccc2C)n1 (stereo unspecified)	6%	-1%	i	5%[10 µM]	1%	-6%	2%	-3%
39	Cc1cc(C)n(CC(=O)Nc2cccc(C(F)(F)F)c2)n1	·	-4%	?	-42%[inhibitor]	1%	-3%	0%	-2%
40	O=C(Nc1ccn(Cc2c(F)c(F)c(F)c(F)c2F)n1)c1cccc(Cn2cc([N+](=O)[O-])cn2)c1	·	-24%	i	-60%[inhibitor]	4%	2%	-1%	0%
41	Nc1ccccc1SCc1ccccc1	·	-18%	-11%	-10%	-4%	-14%	1%	-5%
42	O=C(Nc1ccc(S(=O)(=O)N2CCCC2)cc1)c1cccs1	-3%	-13%	i	-11%[10 µM]	-11%	5%	-1%	-3%
43	COc1cccc(C(=O)Nc2cccc(C(=O)OCc3cc(=O)n4c(C)csc4n3)c2)c1	·	-7%	·	·	-14%	-7%	6%	0%
44	CCn1cc(C(=O)NCc2ccncc2)c(=O)c2cc(F)c(N3CCN(C(=O)c4ccco4)CC3)cc21	-1%	4%	i	-2%[10 µM]	-2%	-7%	1%	-1%
45	CCC(C)c1ccccc1NC(=O)C1CCCO1 (stereo unspecified)	·	-5%	-9%	7%	3%	0%	1%	-1%
46	N#Cc1c(N2CCOCC2)nsc1-c1ccc(C(F)(F)F)cc1	10%	-20%	i	10%[10 µM]	-4%	-17%	2%	-2%
47	CC1(OC(=O)c2ccc(Cl)nc2)C(=O)C=C2C=C(C3CC3)OC=C2C1=O (stereo unspecified)	·	-11%	?	-37%[inhibitor]	-5%	-15%	-9%	10%
48	Cc1cc(Nc2ccc(Cl)cc2)n(-c2ccccc2)n1	·	-25%	26%	-24%	9%	-8%	-10%	0%
49	Cc1ccc([N+](=O)[O-])cc1S(=O)(=O)N(C)C	·	-10%&-7%&-8%	-8%&-7%&-6%&-1%	-54%[inhibitor]	0%&-7%&3%	-5%&-2%&-6%	-8%&3%&4%&0%	-2%&0%&1%&-3%
50	COc1ccc(OC)c(CCNC(=O)c2nc(-c3ccc(Cl)cc3)n3c2CCCCC3)c1	·	-10%	·	·	14%	-9%	4%	2%
51	COc1cccc(C(=O)N(CN2CCCC2=O)c2cccc(Cl)c2)c1OC	5%	7%	-1%	4%	5%	2%	-14%	0%
52	COc1ccccc1NC(=O)CCSc1nnc(-c2ccco2)o1	3%	1%	6%	-12%[10 µM]	0%	-13%	0%	-3%
53	Nc1nc(SCc2ccc(Cl)cc2Cl)n[nH]1	·	-20%	0%	-25%[0.074 µM]	-5%	-7%	5%	-3%
54	CCN(CC)CCNC(=O)c1sc2nc3n(c(=O)c2c1C)CCCCC3	·	4%	·	·	4%	3%	-10%	?

Among those listed so far, these have a CF3 group.
no.	Molecule	L3MBTL1 block	Tau fluor counter	RECQ1 helicase	HTT ATP protect	Tau fibril FP	Tau ThT inhib	TRb-SRC2 inh	TexasRed fluor
39	Cc1cc(C)n(CC(=O)Nc2cccc(C(F)(F)F)c2)n1	·	-4%	?	-42%[inhibitor]	1%	-3%	0%	-2%
46	N#Cc1c(N2CCOCC2)nsc1-c1ccc(C(F)(F)F)cc1	10%	-20%	i	10%[10 µM]	-4%	-17%	2%	-2%

Bioassay records: PubChem BioAssay, National Center for Advancing Translational Sciences (NCATS)
